OXTR potentiate: potentiators of human oxytocin receptor | P30559 | CHO-OTR cells, Fluo-8 calcium fluorescence, potentiator mode; 0% = oxytocin EC15, 100% = EC100 | activation, % at 3 µM | actives 0.061% (n = 320,000);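 active = activation above that plate's cutoff, the mean activation of tested compounds plus 3 SD, cut at about 6.6% in these data, passing the limit was not always enough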;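 also: 100% uses oxytocin at 75 nM as the full agonist control; some results filed as inactive read as strong as hits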
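Material: CHO-OTR cells, human receptor; compound dosing: single dose, 3.0 µM nominal final compound concentration; schedule: 6 min compound pre-incubation at room temperature, 100 s kinetic read; measured by: kinetic Fluo-8 calcium fluorescence; read-out basis: % activation vs EC15 and EC100 oxytocin; controls: EC15 oxytocin alone as 0%, 75 nM oxytocin as 100%; replicates: singlicate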
CHO parental Ca: counter-screen: ATP calcium response change in parental CHO cells. actives 0.63% (n = 330,000). inhibition, % at 5.6 µM. parental CHO-K1, ATP-induced calcium, Fluo-8 fluorescence;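 active = inhibition above that plate's mean sample inhibition plus 3 SD, cut at about 26% in these data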;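 also: 0% = ATP-challenged DMSO wells and 100% = DMSO wells without ATP; some compounds past the cut are filed as inactive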
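Test system: parental CHO cells; detection: calcium-sensitive Fluo-8 fluorescence; evaluation: percent inhibition of calcium signal; also added: ATP as calcium-mobilizing challenge; repeats: one well per compound; control set: ATP-challenged DMSO wells low, unchallenged DMSO wells high; compound: single nominal dose of 5.6 µM per compound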
M1 ag parental: M1 agonist counterscreen hit in parental CHO-K1 cells. actives 0.48% (n = 360,000). activation, % at 3 µM. Fluo-8 calcium fluorescence; scaled to maximal ATP response, vehicle zero; in the data active = activation above about 15%;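 also: untransfected CHO-K1 host cells lacking M1 receptor as counterscreen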
M1 antag: antagonists of human M1 muscarinic receptor; P11229; CHO-K1 hM1, Fluo-8 calcium fluorescence, ACh EC80 antagonist; inhibition, % at 3 µM; actives 1.3% (n = 360,000);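 active = percent inhibition above its own plate's cutoff, namely the mean of that plate's compound wells plus 3 SD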;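 also: peak over basal fluorescence ratio during 140 s after agonist addition; 0% = ACh EC80 plus DMSO and 100% = DMSO alone without agonist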
Target sequence (P11229 whole entry, looked up): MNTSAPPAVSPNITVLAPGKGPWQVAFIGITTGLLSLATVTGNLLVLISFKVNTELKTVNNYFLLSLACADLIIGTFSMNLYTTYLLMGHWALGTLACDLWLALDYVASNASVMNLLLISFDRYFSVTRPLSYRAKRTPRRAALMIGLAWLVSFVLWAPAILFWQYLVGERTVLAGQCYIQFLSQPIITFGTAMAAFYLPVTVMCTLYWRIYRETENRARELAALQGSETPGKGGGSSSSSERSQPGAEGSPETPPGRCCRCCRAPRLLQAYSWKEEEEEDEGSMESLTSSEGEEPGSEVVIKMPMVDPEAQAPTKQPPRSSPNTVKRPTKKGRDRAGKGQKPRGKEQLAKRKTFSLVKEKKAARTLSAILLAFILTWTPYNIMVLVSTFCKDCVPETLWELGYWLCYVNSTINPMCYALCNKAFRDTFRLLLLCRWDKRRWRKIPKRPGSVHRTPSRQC
TAAR1 ag: agonists of human TAAR1; Q96RJ0; CHO RD-HGA16 TAAR1, Fluo-8 calcium fluorescence; vehicle wells 0%, saturating PEA agonist 100%; actives 0.99% (n = 360,000); activation, % at 3 µM;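 active = activation above the mean activation of all test compounds in the run plus 3 SD, cut at about 38% in these data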
Target sequence (Q96RJ0 whole entry, looked up): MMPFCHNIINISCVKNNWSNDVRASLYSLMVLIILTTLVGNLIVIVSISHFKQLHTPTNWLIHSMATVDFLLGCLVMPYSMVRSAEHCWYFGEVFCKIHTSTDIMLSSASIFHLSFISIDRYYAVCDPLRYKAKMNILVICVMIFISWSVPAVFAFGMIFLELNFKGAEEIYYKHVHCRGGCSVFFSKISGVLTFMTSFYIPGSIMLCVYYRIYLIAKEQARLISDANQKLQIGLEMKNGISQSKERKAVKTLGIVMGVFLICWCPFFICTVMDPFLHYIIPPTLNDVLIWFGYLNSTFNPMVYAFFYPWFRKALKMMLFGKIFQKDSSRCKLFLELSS
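System: CHO-derived RD-HGA16 cells with stable Gα16 and human TAAR1 / Times: 17-24 h plating, Fluo-8 75 min 37 °C, 30 min RT / Technique: calcium-sensitive Fluo-8 signal, excitation 470-495, emission 515-575 nm / Measure: % activation relative to PEA EC100 response / Benchmarks: DMSO and PEA EC100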
M1 PAM parental: nonselective activator or artifact in parental CHO-K1 calcium assay | ATP EC20, Fluo-8 calcium fluorescence; 0% at ATP EC20, 100% at ATP max | activation, % at 3 µM | actives 0.02% (n = 360,000) | AID 602247;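 active = activation above the run cutoff, the mean activation of all test compounds plus 3 SD, cut at about 40% in these data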;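 also: peak over basal fluorescence ratio in a 140 s read after ATP addition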
CHO-K1 Ca antag: counter-screen for M1 antagonists: effect in parental CHO-K1 cells; ATP-induced calcium, Fluo-8 fluorescence; inhibition, % at 3 µM; actives 0.6% (n = 360,000); AID 602250;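 active = inhibition above a per-plate cutoff, the plate's mean sample inhibition plus 3 SD, cut at about 24% in these data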;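 also: 0% = DMSO plus EC80 ATP and 100% = DMSO alone without ATP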
CHRM1 agonist: human M1 muscarinic receptor agonism | actives 0.33% (n = 360,000) | CHO-K1 hM1, Fluo-8 calcium fluorescence, agonist mode; 0% DMSO, 100% acetylcholine EC100 | AID 588814 | activation, % at 3 µM;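 active = activation above the run's mean compound activation plus 3 SD, cut at about 16% in these data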;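 also: peak over basal fluorescence ratio within a 140 s kinetic read after compound addition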
TAAR1 antag: antagonists of human TAAR1; Q96RJ0; CHO RD-HGA16 TAAR1, Fluo-8 calcium fluorescence, antagonist; inhibition, % at 3 µM; actives 1.5% (n = 360,000); AID 624466;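 active = inhibition above a per-plate cutoff, the mean inhibition of test compounds on that plate plus 3 SD, cut at about 49% in these data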;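 also: 0% = DMSO plus EC80 beta-PEA response and 100% = DMSO alone without agonist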
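test system = CHO RD-HGA16 cells bearing hTAAR1 | replication = singlicate | controls = DMSO-only wells and EC80 β-PEA-stimulated wells | reagent = EC80 β-phenethylamine stimulus | read-out basis = percent inhibition of PEA-evoked calcium signal, max/basal emission ratio | schedule = seeding 17-24 h prior, 75-min 37 °C, 30-min RT dye loading | signal = kinetic Fluo-8 calcium fluorescence measurement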
* hit, by the source's call; x = no result given.

SMILES	OXTR potentiate	CHO parental Ca	M1 ag parental	M1 antag	TAAR1 ag	M1 PAM parental	CHO-K1 Ca antag	CHRM1 agonist	TAAR1 antag
COC(=O)[C@@]12CCCCN1[C@H](c1ccc(-c3cc(C(C)=O)cs3)cc1)[C@H]1C(=O)N(C)C(=O)[C@H]12	0.1	-11.6	0.5	-0.3	8.0	11.3	-10.6	-5.1	18.2
CCCC(=O)N1CCCC1(C)C(=O)Nc1ccc(-n2cccc2)cc1 (configuration not stated)	x	x	0.7	-8.1	0.1	21.1	-13.0	-3.9	-4.2
CCOC(=O)c1ccc2c(c1)n(CC)c(/C=C/N(C)c1ccccc1)[n+]2CC	-0.1	-2.1	0.5	19.2	0.4	10.8	-9.8	-9.2	3.8
O=C(Nc1ccccc1)Nc1ccc(Cl)nc1Cl	-6.3	10.3	7.3	7.0	9.0	4.2	-0.9	-0.2	18.5
COc1cc(/C=C/C(=O)OCC(=O)NC(=O)NC(C)(C)C)cc(OC)c1OC	-10.5	-30.4	1.3	0.4	3.0	5.8	-8.5	-3.0	15.6
Cc1cc(C(=O)OCC(=O)NC(C)(C)C)c2ccccc2n1	0.8	-15.2	2.0	-15.1	2.9	20.1	-8.6	-5.1	7.4
OCCC1CN(CC2CCCCC2)CCN1CC1CCCCC1 (configuration not stated)	-2.6	-10.8	1.4	-8.4	5.1	3.7	-6.9	-10.3	-21.2
Cc1ccccc1-c1ccc2c(c1)O[C@H](CN(C)C(=O)C1CC1)[C@@H](C)CN([C@@H](C)CO)S2(=O)=O	x	x	1.0	6.8	0.5	12.8	-16.2	-5.8	7.7
CCN1CCN(c2ncnc3c2c(-c2ccccc2)cn3-c2ccc(F)cc2)CC1	-3.1	-9.7	0.0	-5.9	11.9	3.4	-11.9	-4.7	15.4
C[C@@H]1CCCCCCCCC(=O)OCCN(C(=O)OC(C)(C)C)[C@H](C)CCCCCCCCC(=O)OCCN(C(=O)OC(C)(C)C)[C@H](C)CCCCCCCCC(=O)OCCN(C(=O)OC(C)(C)C)[C@H](C)CCCCCCCCC(=O)OCCN1C(=O)OC(C)(C)C	-1.4	1.4	0.9	-15.8	1.9	14.8	-10.9	0.5	1.0
CC(C)(C)n1nnnc1C(c1ccc(Cl)cc1)N(Cc1cccnc1)Cc1ccco1 (configuration not stated)	-3.3	-8.8	0.0	13.2	1.0	11.8	6.6	-5.5	4.8
CCc1nnc(NS(=O)(=O)c2ccc(NC(=O)Nc3ccc(OC)cc3)cc2)s1	-17.5	-2.8	0.3	-10.2	-0.1	-14.2	21.7	-1.4	-18.2
Cc1cc(Nc2ccc(Br)cc2)nc(-c2ccccc2O)n1	-2.6	-8.1	1.0	-6.9	0.5	-7.7	-4.9	-2.4	-1.2
O=C(CCN1C(=O)C2C3C=CC(C3)C2C1=O)NCCN1CCCc2ccccc21 (configuration not stated)	1.0	-4.7	0.6	-24.5	2.8	19.6	-2.6	-4.5	13.4
COc1cccc(CNCc2cccc(OC)c2O)c1O	x	x	0.6	-13.7	4.6	14.3	-3.1	-1.0	-9.6
C/C(=C(\C#N)C(=O)NCCN1CCOCC1)N(C)C	-0.4	3.0	0.1	-8.9	4.5	3.8	-16.9	2.1	0.7
COc1ccc(-c2c(C3=CCCCC3)oc3ccc(-c4ccc5c(c4)OCO5)cc23)cn1	-7.4	-12.2	0.1	-4.0	8.3	15.4	-19.2	-0.4	-5.7
CCC(=O)N1CCc2cc(S(=O)(=O)NC(C(=O)N3CCc4ccccc4C3)C(C)C)ccc21 (configuration not stated)	-0.7	-19.5	0.8	-3.7	0.7	14.7	-7.8	-6.7	2.1
CCOC(=O)N1CCC(N2Cc3cccc(C(=O)Nc4ccc(N(CC)CC)cc4C)c3C2=O)CC1	-13.9	-20.8	-0.1	-10.7	1.5	-4.9	17.7	-3.1	-8.3
CCC(NC(=O)NNC(=O)c1ccncc1)(C(F)(F)F)C(F)(F)F	2.4	1.4	0.4	-7.1	3.5	19.2	-7.1	-3.0	-4.6

Overlap with the part before: 2 compounds; new compounds follow.
SMILES	OXTR potentiate	CHO parental Ca	M1 ag parental	M1 antag	TAAR1 ag	M1 PAM parental	CHO-K1 Ca antag	CHRM1 agonist	TAAR1 antag
CCOC(=O)N1CCC(N2Cc3cccc(C(=O)Nc4ccc(N(CC)CC)cc4C)c3C2=O)CC1	-13.9	-20.8	-0.1	-10.7	1.5	-4.9	17.7	-3.1	-8.3
CCC(NC(=O)NNC(=O)c1ccncc1)(C(F)(F)F)C(F)(F)F	2.4	1.4	0.4	-7.1	3.5	19.2	-7.1	-3.0	-4.6
CCC(C(=O)NC(CC(=O)O)c1ccc(Cl)cc1)c1ccccc1 (configuration not stated)	-2.6	-12.9	0.1	0.6	-0.9	0.3	-6.9	-3.7	-8.3
Cc1ccccc1CN(c1ccc(C(=O)N2CCc3ccccc3C2)cc1)S(C)(=O)=O	-8.5	-9.2	3.2	3.0	23.4	2.2	1.7	2.5	51.2*
COCCCNC(=O)c1ccc2c(=O)n(Cc3ccc(Cl)cc3)c(=S)[nH]c2c1	-3.0	-5.2	-0.1	-17.7	2.7	-9.8	0.2	-1.5	-1.6
COc1cccc(-c2nc(-c3ccccc3)c(-c3ccccc3)[nH]2)c1OCC(=O)O	x	x	-0.3	1.5	2.0	-3.8	4.3	0.8	1.1
CN(C)S(=O)(=O)CC12CCC(CC1=O)C2(C)C (configuration not stated)	-4.9	-1.1	-0.1	-4.0	14.0	8.0	-2.1	-3.8	-25.1
CCn1cc(C(=O)N2CCc3ccccc32)c(=O)c2cc(S(=O)(=O)N(C)C3CCCCC3)ccc21	-11.6	-15.2	5.8	14.5	24.6	15.6	2.8	-4.6	38.4
COC(=O)C1=C(C)NC(C)=C(C(=O)OC)C1C(=O)OCC(=O)Nc1ccc(C(C)=O)cc1	-13.3	-28.8	1.0	0.9	4.6	-7.8	-7.7	-3.2	-15.6
FC(F)(F)c1nc(-c2ccncc2)ncc1-c1nnnn1-c1ccccc1	-18.0	-23.2	2.8	-3.0	4.0	10.5	-7.9	-1.4	5.0
O=C1c2ccccc2C(c2nnnn2-c2ccc3c(c2)OCCO3)N1CCOc1ccccc1 (configuration not stated)	x	x	1.0	x	0.9	-4.6	3.2	x	4.2
COc1ccc(-n2nc(C(N)=O)nc2-c2ccccc2)cc1	-7.6	-9.4	0.1	-1.5	1.4	-5.5	0.0	-4.2	-4.2
Cc1cc(C)c(NS(=O)(=O)c2c(C)noc2C)c(C)c1	1.5	-16.0	-0.9	9.1	-0.3	-7.3	-9.1	-6.2	-19.5
CC(NC(=O)CN1C(=O)NC2(CCCC2)C1=O)c1ccc2ccccc2c1 (configuration not stated)	-6.5	-18.7	0.1	-15.2	0.3	4.7	-12.1	-0.2	-7.1
O=C(NCCCN1CCOCC1)c1cc2ccccc2oc1=O	-8.1	1.9	0.2	-12.4	7.5	14.1	-10.9	-6.8	9.7
CCN(CCO)CC1CCCC2CCCCC21 (configuration not stated)	x	x	1.4	x	2.0	-6.8	-16.4	x	3.4
Cc1ccc(C)n1-c1ccc(-c2ccn[nH]2)cc1	-8.7	-5.3	-0.3	6.9	0.9	-1.3	-6.3	-4.5	-12.7
O=C(CN1C(=O)NC2(CCCCCC2)C1=O)Nc1ccc2c(c1)CCC2	-3.1	-20.7	0.1	0.6	15.0	10.3	4.0	-6.0	-7.7
Cc1cccc(OCC(=O)NCCCNC(=O)c2ccncc2)c1	-3.8	-5.4	10.0	-5.4	0.8	0.2	6.3	-3.4	-12.2
Cc1[nH]n(-c2ccccc2)c(=S)c1C=Nc1cccc([N+](=O)[O-])c1	-1.3	7.5	0.0	-18.1	29.4	-1.8	3.0	-2.3	23.9
Cc1c(S(=O)(=O)NCCc2ccccc2)c(=O)n(C)c(=O)n1C	0.2	-9.3	0.2	-14.0	2.1	6.3	-4.7	-2.3	-1.2
CCC(C)NCCCCOc1ccc(Cl)cc1C (configuration not stated)	-2.8	-18.6	4.0	6.9	5.7	23.7	-9.0	-4.3	-22.2
COc1ccc(N2CCN(C(=O)c3ccc(NS(=O)(=O)c4cccs4)cc3)CC2)cc1	-28.8	22.4	7.3	6.2	5.7	18.3	-11.8	-9.5	7.0
COc1ccc(NC(=O)CNS(=O)(=O)c2cccs2)cc1	-7.3	-9.0	0.7	-13.0	10.6	7.7	-3.0	-1.8	-1.5
O=C(c1ccc(Cl)nc1)N1CCc2ccccc2C1	-8.6	-12.0	0.7	1.2	12.2	5.5	-9.2	-3.9	6.4
COc1ccc(CCNC(=O)c2cc(C3CC3)nc3c2cnn3C(C)C)cc1	-1.7	-30.6	0.1	-1.5	2.0	-8.7	-7.2	-7.3	0.0
O=C(COC(=O)c1cc(S(=O)(=O)N2CCCCC2)ccc1Cl)NC1CCCCC1	x	x	1.6	-0.2	-1.6	-5.8	12.3	-4.2	-12.2
COc1ccc(-c2nc3n(c2C)CCC3)cc1	0.4	-12.2	0.7	-6.4	0.9	24.9	-10.1	-6.7	-23.1
CCOc1cccc(OCCCNCCCOC)c1	-8.1	-5.0	0.6	-11.7	7.0	17.3	-17.2	-4.2	5.4
Cc1cc(N2C(=O)C3C4c5ccccc5C(c5ccccc54)C3C2=O)no1 (configuration not stated)	-6.4	-22.6	2.3	5.8	5.9	-3.6	11.7	-1.1	16.6
COc1cccc(C(=O)Nc2cccc(-c3ccc(N4CCOCC4)nn3)c2)c1	-7.2	-7.0	3.7	8.5	12.7	-19.2	16.1	-2.2	34.3
COc1ccccc1C(=O)C1CCCN(Cc2cccc(OCCO)c2)C1 (configuration not stated)	-4.6	-8.8	-0.4	-3.2	5.3	-4.2	14.1	-8.4	-3.6

Retrieved by compound from above (4):
SMILES	OXTR potentiate	CHO parental Ca	M1 ag parental	M1 antag	TAAR1 ag	M1 PAM parental	CHO-K1 Ca antag	CHRM1 agonist	TAAR1 antag
COc1ccc(-c2nc3n(c2C)CCC3)cc1	0.4	-12.2	0.7	-6.4	0.9	24.9	-10.1	-6.7	-23.1
COc1ccccc1C(=O)C1CCCN(Cc2cccc(OCCO)c2)C1 (configuration not stated)	-4.6	-8.8	-0.4	-3.2	5.3	-4.2	14.1	-8.4	-3.6
O=C(c1ccc(Cl)nc1)N1CCc2ccccc2C1	-8.6	-12.0	0.7	1.2	12.2	5.5	-9.2	-3.9	6.4
COc1cccc(C(=O)Nc2cccc(-c3ccc(N4CCOCC4)nn3)c2)c1	-7.2	-7.0	3.7	8.5	12.7	-19.2	16.1	-2.2	34.3

Bioassay records: PubChem BioAssay, The Scripps Research Institute Molecular Screening Center
